From PubChem BioAssay
GoLoco inh red = blocks human Gai1 binding to RGS12 GoLoco peptide, red readout. Potency, µM (doses to about 61.6 µM), without a hit: at the highest dose activity, negative = inhibition, usual class: inhibitors. AID 880. 0.44% of 230,000 active. Gai1:RGS12 GoLoco peptide FP, rhodamine, 10 min; active means well fitted inhibition curve with a large enough effect, not every such curve was filed as active; inactive means no such curve, though single readings can be large or run the other way; further: nearly all actives have a fitted effect of over 30% in size; many of its hits are not listed in these tables
GAA glycogen mod = GAA glycogen-cleavage inhibition or activation; Potency, µM (titrated, usually from 76.4 µM), without a hit: at the highest dose activity change, negative = inhibition, actives largely listed as inhibitors; 0.38% of 300,000 active; recombinant GAA, glycogen substrate, Amplex Red glucose oxidase fluorescence; P10253;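 further: 0% = full enzyme reaction and -100% = no-enzyme basal signal; the screen sought inhibitors and activators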
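qHTS, 1536-well; enzyme 4 nM final; cpd up to 77 uM; substrate bovine liver glycogen 30 ug; 50 mM citrate/phosphate pH 5.0, 0.01% Tween-20; 37 C, 40 min; Amplex Red detection 45 min RT; Hill fit → AC50.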
GAA spleen mod = lysosomal alpha-glucosidase (human) modulation; P10253; human spleen homogenate, 4-MU-alpha-glucoside fluorescence; Potency, µM (titrated, usually from 79.9 µM), for the others: at the top dose activity change, negative = inhibition, usual class: inhibitors; 0.006% of 240,000 active; AID 2112;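 further: 0% = enzyme with vehicle and -100% = no enzyme basal signal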
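Enzyme source: human spleen homogenate, 1 ug/well. Buffer 50 mM citric acid/K phosphate pH 5.0, 0.01% Tween-20. 4-MU-alpha-glucoside 1 mM; 37 C x 40 min; NaOH/glycine stop; fluorescence.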
RECQ1 helicase = RECQ1 (human) helicase inhibition; RECQ1 DNA unwinding, red fluorescence kinetic read; Potency, µM (top dose mostly 57.3 µM), without a hit: at the top dose activity, negative = inhibition, usual class: inhibitors; 0.54% of 240,000 active;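 further: plate controls were vehicle for no effect and no enzyme for full effect; nearly all actives have a fitted effect of over 30% in size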
Target sequence (P46063 whole entry, looked up): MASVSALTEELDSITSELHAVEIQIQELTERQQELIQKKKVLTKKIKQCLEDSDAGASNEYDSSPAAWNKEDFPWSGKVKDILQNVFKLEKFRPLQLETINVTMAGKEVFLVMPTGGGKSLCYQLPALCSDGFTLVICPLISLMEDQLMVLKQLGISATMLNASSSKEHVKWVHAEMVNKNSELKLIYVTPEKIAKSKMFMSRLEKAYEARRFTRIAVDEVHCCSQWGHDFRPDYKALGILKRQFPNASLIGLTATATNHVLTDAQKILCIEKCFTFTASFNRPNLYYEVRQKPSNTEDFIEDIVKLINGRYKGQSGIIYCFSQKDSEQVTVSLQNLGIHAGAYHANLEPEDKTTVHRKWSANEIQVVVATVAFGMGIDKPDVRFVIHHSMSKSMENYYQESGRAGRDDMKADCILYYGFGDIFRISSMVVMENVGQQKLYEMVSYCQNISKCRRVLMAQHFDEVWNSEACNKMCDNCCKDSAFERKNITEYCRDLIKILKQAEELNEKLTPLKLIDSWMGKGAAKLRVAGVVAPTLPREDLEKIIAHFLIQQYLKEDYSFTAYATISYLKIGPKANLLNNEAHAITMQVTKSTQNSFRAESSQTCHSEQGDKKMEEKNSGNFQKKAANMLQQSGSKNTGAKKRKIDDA
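50 nM RECQ1T1 preincubated 15 min with compound in Tris pH 8.0 buffer with MgCl2, DTT, Tween-20 and 2.5 ug/ml poly(dI-dC); started with 200 nM TAMRA/BHQ-2 forked duplex and 2 mM ATP. Unwinding read as fluorescence (525/598 nm), two reads 2 h apart.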
TexasRed fluor = counter-screen for TRb-SRC2 inhibitors: fluorescence interference. TRb/SRC2 Texas Red total fluorescence interference. Potency, µM (top dose mostly 106 µM), inactives show at the top dose fluorescence change, negative = quenching. 0.29% of 280,000 active. AID 1479; active means well fitted curve in either direction with a large enough effect; inconclusive means small, poorly fitted or top-dose-only effect
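Human TRb ligand-binding domain at 0.6 uM with 20 nM Texas Red SRC2 peptide in Tris buffer containing 1 uM T3 and 5% DMSO, incubated with compound 5 h at ambient temperature. Total fluorescence (555/632 nm) calculated as parallel + 2 × perpendicular.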
L3MBTL1 block = blocks human L3MBTL1; Q9Y468; AID 485360; AlphaScreen L3MBTL1–H3K9me1 peptide binding; Potency, µM (doses to about 57.1 µM), without a hit: top-dose activity, negative = inhibition, actives largely listed as inhibitors; 0.66% of 230,000 active; further: nearly all actives have a fitted effect of over 60% in size
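Read-out is AlphaScreen signal from streptavidin donor and nickel chelate acceptor beads (10 ug/mL final each) bridging L3MBTL1 (50 nM) and biotinylated K9-monomethylated H3(1-15) peptide (75 nM), after 30 min compound exposure at room temperature.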
TRb SRC2 PPI = TRbeta-SRC2 interaction inhibition | P10828 | TRbeta-SRC2 peptide binding, fluorescence polarization; receptor liganded with 1 µM T3 | Potency, µM (titrated, usually from 106 µM), for the others: top-dose activity change, negative = inhibition, usual class: inhibitors | 0.065% of 280,000 active | AID 1469;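 further: plate controls were bound peptide for no effect and peptide without receptor for full effect; nearly all actives have a fitted effect of over 50% in size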
Target sequence (P10828 whole entry, looked up): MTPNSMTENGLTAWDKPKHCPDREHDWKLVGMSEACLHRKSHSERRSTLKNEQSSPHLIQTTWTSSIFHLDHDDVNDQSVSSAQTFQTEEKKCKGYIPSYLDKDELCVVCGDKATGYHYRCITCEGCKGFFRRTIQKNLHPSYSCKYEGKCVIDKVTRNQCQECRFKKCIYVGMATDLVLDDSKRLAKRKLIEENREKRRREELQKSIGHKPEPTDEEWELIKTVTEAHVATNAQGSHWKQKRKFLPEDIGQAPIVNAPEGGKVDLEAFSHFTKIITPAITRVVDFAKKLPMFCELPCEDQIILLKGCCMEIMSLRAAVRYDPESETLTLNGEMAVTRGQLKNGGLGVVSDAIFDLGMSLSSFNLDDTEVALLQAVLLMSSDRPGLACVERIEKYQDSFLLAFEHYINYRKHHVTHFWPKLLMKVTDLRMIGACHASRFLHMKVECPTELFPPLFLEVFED
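Decrease in fluorescence polarization of 20 nM Texas Red SRC2 coactivator peptide flagged inhibition of its binding to 0.6 uM TRb LBD; 1 uM T3 included, incubation 5 hr, ex 555/em 632 nm.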
GAA inhib = inhibitors of human lysosomal alpha-glucosidase. P10253. purified human GAA, 4-MU-alpha-glucoside fluorescence. Potency, µM (series often up to 76.9 µM), for inactives: top-dose activity change, negative = inhibition, most hits filed as inhibitors. 0.005% of 200,000 active. AID 1466;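 further: plate controls were uninhibited enzyme wells for no effect and no-enzyme background for full effect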
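Read-out is 4-methylumbelliferone fluorescence (Ex 365/Em 440 nm) after NaOH/glycine stop at pH 10. Enzyme 4 nM, substrate 400 uM, pH 5.0 citrate buffer, 20 min room temperature; AC50 from Hill-equation concentration-response.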
Starred values were filed as active, the others as inactive; i = inactive; ? = inconclusive; nt = no result given; [ ] = another dose, or the depositor's remark. Unless noted, the call rests on the fitted dose curve; in most records, active means well fitted curve in the direction sought with a large enough effect; inconclusive means small, poorly fitted or top-dose-only effect, or another doubt; inactive means no such curve, though single readings can be large; an effect the other way counts as inactive or inconclusive. Unless noted, on the % scale 0 is the no-effect control and ±100 the full control effect; potency means the concentration at half of the fitted maximal effect.

Each structure is followed by: GoLoco inh red	GAA glycogen mod	GAA spleen mod	RECQ1 helicase	TexasRed fluor	L3MBTL1 block	TRb SRC2 PPI	GAA inhib
CCn1ccnc1CN(C)Cc1nc(-c2cccc(Cl)c2)no1
→ 7%	-1%	-2%	-2%	-6%	-9%	-4%	-7%
CCOC(=O)Nc1ccc(=O)n(Cc2c(Cl)cccc2Cl)c1
→ 0%	3%	-17%	-4%	5%	-1%	3%	0%
N/C(Cc1ccc([N+](=O)[O-])cc1)=N\OC(=O)c1ccc2ccccc2c1
→ -32%	-18%	-5%	-19%	-13%	nt	2%	-13%
Cc1c(N=C2NC(=O)/C(=C/c3cccc([N+](=O)[O-])c3)S2)c(=O)n(-c2ccccc2)n1C
→ 0%	0%	7%	3%	0%[53 µM]	6%	-5%[53 µM]	-1%
COc1cccc(NC(=O)N(C2CCCCC2)C(C)c2cccs2)c1 (stereo unspecified)
→ -8%	-2%	-6%	-4%	-4%	0%	-1%	5%
CCCc1nc(Nc2nc3ccccc3o2)nc(C)c1C(=O)OCC
→ 7%	0%	-1%	i	-2%	-2%	-4%	-8%
COc1cc(NS(=O)(=O)c2ccc(NC(=S)NC(=O)c3ccco3)cc2)ncn1
→ -2%	-12%	-19%	-2%	0%	3%	-10%	11%
CCN(CC)S(=O)(=O)c1ccc2c(c1)nc(SCC(=O)NC1CC1)n2-c1ccccc1OC
→ 11%	-19%	-3%	-18%	2%	1%	-4%	-6%
CCOc1ccc(-c2nnc(NC3=NCCCCC3)o2)cc1
→ -1%	-2%	-1%	-7%	-2%	nt	-8%	-4%
Cc1ccnc(NC(=O)C(C)N2C(=O)c3ccccc3C2=O)c1 (stereo unspecified)
→ 12%	13%	0%	27%	-2%	-3%	3%	12%

More entries
Each structure is followed by: GoLoco inh red	GAA glycogen mod	GAA spleen mod	RECQ1 helicase	TexasRed fluor	L3MBTL1 block	TRb SRC2 PPI	GAA inhib
COC(=O)CC1(c2ccc(OC)cc2)C(=O)c2ccccc2C1=O
→ 2%	-2%	-1%	-5%	0%	-5%	2%	nt
Cc1ccc(C2C(C(=O)c3sc(C)nc3C)=C(O)C(=O)N2CCN2CCOCC2)o1 (stereo unspecified)
→ -5%	14%	-6%	-12%	-4%	-1%	-3%	-4%
Cc1ccc(-n2c(-c3ccncc3)n[nH]c2=S)cc1
→ 1%	-7%	4%	-3%	2%	nt	3%	-2%
Cc1cccc(C(C)(C)C)c1OCCn1ccnc1
→ 6%	5%	-15%	-2%	1%	-4%	-5%	-5%
C=CCn1c(=NC(=O)c2ccco2)sc2cc(C(=O)OCC)ccc21
→ 7%	11%	-2%	-5%	-1%	-5%	-1%	-1%
COc1ccc(-c2nn[nH]n2)cc1OC
→ 8%	6%	-6%	i	-4%	nt	-1%	3%
O=C1C2C(c3ccccc3)C=CC(c3ccccc3)C2C(=O)N1c1cccnc1 (stereo unspecified)
→ 11%	-4%	-3%	-17%	-4%	1%	-5%	-9%
CCn1c(COc2cccc(OC)c2)nnc1SCC(=O)Nc1cc(OC)ccc1OC
→ 4%	-22%	-4%	-2%	0%	-1%	4%	0%
Cc1ncc([N+](=O)[O-])n1Cc1ccc(Br)cc1
→ -1%	14%	2%	i	0%	5%	-2%	-21%
COc1ccc(CN2C=C3C(=O)C(C)(OC(=O)CCc4ccccc4)C(=O)C=C3C=C2c2ccc(C#N)cc2)cc1 (stereo unspecified)
→ 35%[activator][14.2 µM]	11%	-5%[17.4 µM]	-6%	-2%[11.2 µM]	nt	-1%[11.2 µM]	nt

Additional results.
Each structure is followed by: GoLoco inh red	GAA glycogen mod	GAA spleen mod	RECQ1 helicase	TexasRed fluor	L3MBTL1 block	TRb SRC2 PPI	GAA inhib
CC(C)(CO)N=Cc1c(O)[nH]c2ccccc12
→ -3%	4%	0%	-1%	-3%	-1%	3%	?
COc1cccc(NC(=S)/C(=C(\[O-])c2ccc([N+](=O)[O-])cc2)[n+]2ccccc2)c1
→ -4%	-12%	-14%	-2%	-2%	-22%	5%	?
CCSC1=C(C#N)C(c2ccc(Cl)cc2)C2=C(CCCC2=O)N1 (stereo unspecified)
→ -4%	-1%	-6%	-8%	-5%	nt	-3%	-1%
Cc1ccc(-c2cc(C(=O)n3cnc4ccccc43)c3ccccc3n2)cc1C
→ 13%	-11%	-3%	?	-2%	1%	-4%	0%
COc1ccc2sc(N3C(=O)CC(Cc4cccc(C)c4)C3=O)nc2c1 (stereo unspecified)
→ 2%	9%	-7%	-6%	-1%	-4%	-5%	?
COc1ccc(CCN(Cc2cc3ccc(C)cc3n3nnnc23)C(C)=O)cc1OC
→ -1%	6%	-8%	-1%	-1%	nt	-12%	?
CC/C(=N/O)C(=O)c1ccc(Br)cc1
→ -1%	9%	-3%	-3%	0%	24%	-3%	0%
COc1ccc(C(=O)Nc2sc3c(c2C#N)CCN(C(C)=O)C3)cc1
→ 41%[activator]	2%	-13%	-7%	0%	nt	0%	-3%
Oc1ccc(N2CCN(Cc3ccc(OCCCN4CCCCC4)cc3)CC2)cc1
→ -5%	?	-24%	-3%	-5%	-12%	9%	-3%
CC(=O)N(Cc1ccco1)C1(C(=O)NC2CCCC2)CCCCC1
→ 2%	4%	-4%	0%	-1%	nt	-17%	-8%

Going on with the list.
Each structure is followed by: GoLoco inh red	GAA glycogen mod	GAA spleen mod	RECQ1 helicase	TexasRed fluor	L3MBTL1 block	TRb SRC2 PPI	GAA inhib
Cc1ccsc1C(=O)Nc1nc2ccccc2[nH]1
→ 7%	-5%	2%	i	-1%	-6%	-1%	-3%
CCCCn1c(O)c(/C=C2\C=NN=C2c2ccccc2)sc1=S
→ 6%	6%	-5%	-4%	-1%	-14%	-4%	-3%
Cc1nn(C(C)C(=O)NCc2cccs2)c(C)c1[N+](=O)[O-] (stereo unspecified)
→ -11%	-10%	1%	i	0%	5%	1%	8%
O=C(COC(=O)C1(c2ccc(Cl)cc2)CCCC1)NC1CCS(=O)(=O)C1 (stereo unspecified)
→ -2%	0%	-8%	-14%	0%	0%	-1%	2%
CC1(C)CC(=O)c2c(O)c(-c3ccccc3)c(=O)n(-c3ccccc3)c2C1
→ 10%	2%	3%	-4%	-1%	4%	-7%	3%
CCN(CC)c1ccc(C(=S)NCc2ccccc2)cc1
→ 13%	21%	6%	i	0%	-15%	14%	-5%
O=C(O)c1nn2c(c1Br)NC(c1ccccc1)CC2C(F)(F)F (stereo unspecified)
→ 2%	-3%	-1%	10%	0%	10%	6%	0%
Cc1ccc(NC(=S)NNC(=O)Cn2nc([N+](=O)[O-])cc2C)cc1
→ 7%	?	-4%	-13%	2%	3%	11%	-8%
Cc1ccc(NC(=O)CSc2ncccn2)cc1F
→ -8%	0%	-9%	i	-1%	nt	-11%	-3%
CCOc1ccc(NC(=O)C2CC(=O)OC2c2ccccc2)cc1 (stereo unspecified)
→ 6%	10%	3%	18%	-4%	2%	-7%	9%

As entered above:
Under GAA glycogen mod, Cc1ccc(NC(=O)CSc2ncccn2)cc1F is entered as 0%
Under GAA inhib, Cc1ccsc1C(=O)Nc1nc2ccccc2[nH]1 is entered as -3%

More entries follow.
Each structure is followed by: GoLoco inh red	GAA glycogen mod	GAA spleen mod	RECQ1 helicase	TexasRed fluor	L3MBTL1 block	TRb SRC2 PPI	GAA inhib
O=Nc1c(O)n(Cc2ccccc2)c2ccccc12
→ 2%	-1%	3%	-3%	-1%	-8%	0%	nt
COc1nc(-c2ccc(C)cc2)ccc1-c1noc(-c2ccco2)n1
→ 46%[activator]	1%	-1%	8%	0%	2%	6%	-5%
CCOC(=O)c1[nH]nc(C(=O)c2ccc(Br)cc2)c1O
→ 7%	-5%	-5%	1%	0%	1%	-3%	-5%
S=c1[nH]nc(-c2ccncc2)n1/N=C/c1cccc2ccccc12
→ -6%	9%	-7%	4%	6%	-5%	-8%	0%
CCOC(=O)C(C(=O)OCC)N(Cc1cc(OC)ccc1OC)C(=O)C1CC(CO[Si](C)(C)C(C)(C)C)=CN1C(=O)OC(C)(C)C (stereo unspecified)
→ nt	nt	3%	i	-3%	nt	7%	nt
COc1cccc(NC(=O)C2CCCN2C(=O)OCc2ccccc2)c1 (stereo unspecified)
→ 6%	4%	-12%	-12%	-6%	-9%	-9%	-7%

Structures shown so far that contain a halogen, in the order listed:
Each structure is followed by: GoLoco inh red	GAA glycogen mod	GAA spleen mod	RECQ1 helicase	TexasRed fluor	L3MBTL1 block	TRb SRC2 PPI	GAA inhib
CCn1ccnc1CN(C)Cc1nc(-c2cccc(Cl)c2)no1
→ 7%	-1%	-2%	-2%	-6%	-9%	-4%	-7%
CCOC(=O)Nc1ccc(=O)n(Cc2c(Cl)cccc2Cl)c1
→ 0%	3%	-17%	-4%	5%	-1%	3%	0%
Cc1ncc([N+](=O)[O-])n1Cc1ccc(Br)cc1
→ -1%	14%	2%	i	0%	5%	-2%	-21%
CCSC1=C(C#N)C(c2ccc(Cl)cc2)C2=C(CCCC2=O)N1 (stereo unspecified)
→ -4%	-1%	-6%	-8%	-5%	nt	-3%	-1%
CC/C(=N/O)C(=O)c1ccc(Br)cc1
→ -1%	9%	-3%	-3%	0%	24%	-3%	0%
O=C(COC(=O)C1(c2ccc(Cl)cc2)CCCC1)NC1CCS(=O)(=O)C1 (stereo unspecified)
→ -2%	0%	-8%	-14%	0%	0%	-1%	2%
O=C(O)c1nn2c(c1Br)NC(c1ccccc1)CC2C(F)(F)F (stereo unspecified)
→ 2%	-3%	-1%	10%	0%	10%	6%	0%
Cc1ccc(NC(=O)CSc2ncccn2)cc1F
→ -8%	0%	-9%	i	-1%	nt	-11%	-3%
CCOC(=O)c1[nH]nc(C(=O)c2ccc(Br)cc2)c1O
→ 7%	-5%	-5%	1%	0%	1%	-3%	-5%

A portion of the library; the hit share may differ from the screen's.
